PhoP inhibition: inhibitors of PhoP regulon expression, primary screen, Salmonella Typhimurium, GFP reporter (AID 1863); S. Typhimurium PhoP-regulated promoter GFP reporter, 4 h; higher % means a stronger effect; one-dose inhibition, % at 50 µM; IC50 in µM for titrated hits; 0.16% of 300,000 active;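 active = inhibition over 29.93%, a cutoff 3 SD above the screen mean, later confirmed by dose response; inconclusive = inhibition over 29.93% but no dose response follow-up; inactive = inhibition at most 29.93% or unconfirmed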;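 note: 0% = low Mg2+ inducing control and 100% = high Mg2+ repressing control; strong numbers were not always called active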
RSV CPE inhibition: RSV antiviral activity via CPE protection, HEp-2 cells, primary 10 µM value included (AID 2391); HEp-2 cells, RSV-induced CPE inhibition; higher % means a stronger effect; CPE inhibition, % at 10 µM; hits with a dose series show IC50 in µM; 0.13% of 310,000 active; in the data active = a potency from the dose series; inconclusive = CPE inhibition mostly from about 23% at the one dose, without a potency; inactive = the rest, 99 in 100 with CPE inhibition below about 21%; note: strong numbers were not always called active
TNAP activation fold: human TNAP enzyme activators, primary screen, biochemical, luminescent, no phosphate acceptor, uHTS (AID 1001). Alkaline phosphatase, tissue-nonspecific isozyme (Homo sapiens). purified TNAP, luminescent activation assay, no phosphate acceptor; higher activation fold means a stronger effect. activation fold at 20 µM, or EC50 in µM where a hit was titrated. 0.03% of 200,000 active; in the data active = activation fold from about 3, or a potency from the dose series; inactive = the rest, 99 in 100 with activation fold below about 1.6; note: many of its hits are not listed in these tables
T cell modulator: modulators of CD8 T cell-vesicle binding, primary screen, mouse 2C CD8+ T cells, flow cytometry; 2C CD8+ T cell-vesicle binding; active compounds read low; calls only at 7 µM; 0.068% of 330,000 active;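 active = response, share of CD8 T cells binding vesicles, and their 90th percentile fluorescence all below set limits, cut at about 80% in these data, passing the limit was not always enough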
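Assay system: 2C TCR transgenic mouse naive CD8+ T cells, MACS-purified | Read-out: CD8+ gate FL2 mean fluorescence as % of same-row positive control | Signal: High-throughput flow cytometry with anti-B7-1 and anti-CD8 staining | Timing: Binding step 1.5 h, 37 °C, antibody labelling 20 min, ice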
SV40 large T antigen: SV40 large T antigen inhibitors, biochemical (AID 1903); SV40 large T antigen ATPase/helicase inhibition assay; higher % means a stronger effect; inhibition, % at 20 µM; hits with a dose series show IC50 in µM; 0.39% of 310,000 active; in the data active = a potency from the dose series; inconclusive = inhibition mostly from about 32% at the one dose, without a potency; inactive = the rest, 99 in 100 with inhibition below about 32%; note: strong numbers were not always called active
Myeloid diff MLP: induction of myeloid progenitor differentiation, primary screen, cell-based, flow cytometry, MLPCN library; ER-HoxA9 myeloid progenitors, lysozyme-GFP differentiation; calls only at 10 µM; 1% of 360,000 active;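 active = normalized GFP-positive differentiation at or above the plate's own cutoff, the solvent-only control mean plus 3 SD; inconclusive = no clear call, values can overlap the other calls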;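 note: cells exposed to compound for four days before flow analysis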
NTR1 agonist: agonists of NTR1, primary screen, imaging, U2OS cells, beta-arrestin-GFP, high content (AID 493036) | NTR1-U2OS beta-arrestin-GFP spot imaging, agonist mode | 0.17% of 330,000 active | activation, % at 20 µM | Neurotensin receptor type 1 (Homo sapiens), P30989;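 active = activation at or above 40% of the spot to cytoplasm intensity ratio, with at least 20 cells analyzed; inconclusive = wells under 20 cells, flagged as cytotoxic or low count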;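 note: 0% = DMSO without peptide and 100% = 100 nM NTR1 peptide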
Target sequence (P30989 whole entry, looked up): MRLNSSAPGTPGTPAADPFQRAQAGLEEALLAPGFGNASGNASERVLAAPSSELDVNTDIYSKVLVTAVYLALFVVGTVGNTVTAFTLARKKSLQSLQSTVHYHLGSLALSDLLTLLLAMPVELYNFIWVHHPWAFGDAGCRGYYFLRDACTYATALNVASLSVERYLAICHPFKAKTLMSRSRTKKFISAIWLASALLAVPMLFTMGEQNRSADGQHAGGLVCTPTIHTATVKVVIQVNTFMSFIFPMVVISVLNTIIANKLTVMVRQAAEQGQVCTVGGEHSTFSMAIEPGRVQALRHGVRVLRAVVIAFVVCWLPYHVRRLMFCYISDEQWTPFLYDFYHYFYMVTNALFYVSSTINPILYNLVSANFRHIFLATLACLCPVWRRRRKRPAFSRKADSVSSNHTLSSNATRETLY
MgcRacGAP inhibition: MgcRacGAP GTPase-activating activity inhibitors, confirmation, biochemical, ADP Hunter fluorescence; Rac GTPase-activating protein 1 (Homo sapiens); MgcRacGAP-stimulated Rac1 GTP hydrolysis, ADP Hunter fluorescence; higher % means a stronger effect; GST-tagged Rac1 F28L mutant substrate; one-dose inhibition, % at 30 µM; IC50 in µM for titrated hits; 0.6% of 340,000 active;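 active = first-screen hits whose inhibition reached a set limit at any dose in the follow-up dose series; inconclusive = inhibition above the set first-screen limit but never retested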;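 note: fluorescence reports GDP produced by GAP-driven GTP hydrolysis; strong numbers were not always called active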
UTI89 phage lysis: inhibition of K1F phage lysis, E. coli UTI89, bacterial capsule biogenesis inhibitors, alamar blue (AID 488966); E. coli UTI89 K1F phage lysis, alamar blue, 2 h; higher % means a stronger effect; one-dose inhibition, % at 100 µM; IC50 in µM for titrated hits; 0.02% of 340,000 active;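 active = phage lysis inhibition, versus mean bacterial control, above a set limit; inconclusive = no clear call, values can overlap the other calls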;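 note: capsule biogenesis inhibitors block K1F phage lysis so surviving cells raise fluorescence; higher fluorescence means more inhibition of phage lysis; actives were called in the ten point dose series up to 300 µM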
T cell modulator vesicle-bound %: recorded beside T cell modulator, whose call it bears; double positive events, %; measured here: CD8+ vesicle-bound cell fraction;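 binding gate set so that unloaded-vesicle control wells show 10% double positive cells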
NTR1 agonist cell count 20 µM: also measured in NTR1 agonist; calls as there; cell count; measured here: cell count, cytotoxicity flag
Myeloid diff MLP GFP+ MAC1+ %: also measured in Myeloid diff MLP; calls as there; GFP+ MAC1+ double positive, %; measured here: differentiation confirmed by MAC1 staining
An asterisk follows results filed as active; i = inactive; ? = inconclusive; nt = no result given; [ ] = dose if it differs, or a comment.

SMILES | PhoP inhibition | RSV CPE inhibition | TNAP activation fold | T cell modulator | T cell modulator vesicle-bound % | SV40 large T antigen | Myeloid diff MLP | Myeloid diff MLP GFP+ MAC1+ % | NTR1 agonist | NTR1 agonist cell count 20 µM | MgcRacGAP inhibition | UTI89 phage lysis
CC(OC(=O)CCCN1C(=O)c2ccccc2C1=O)C(=O)Nc1ncc(Cl)cc1Cl (centres undefined) | 2.6% | 0.9% | 1 | i | 10.1 | 1.0% | i | 0.9 | -2.2 | 81 | 0.3% | 0.8%
Nn1c(SCc2ccc(C(=O)O)cc2)nnc1-c1ccc(Cl)cc1Cl | -0.6% | 0.6% | nt | i | 37.1 | 25.6% | i | 1.0 | -1.0 | 82 | 8.6% | -1.2%[50 µM]
CCOc1cc(CNc2ccc(N3CCN(C(C)=O)CC3)cc2)cc(Br)c1OC | 10.5% | 1.6% | 1 | i | 45.8 | 8.75µM* | i | 0.4 | 1.7 | 61 | ? | 2.7%[50 µM]
C/C(O)=C(/C#N)c1nc2ccccc2[nH]1 | -7.9% | 0.7% | 1.1 | i | 35.6 | 7.8% | i | 0.6 | 1.6 | 60 | 9.9% | 0.7%
COc1ccccc1OCC(=O)NNC(=O)CSC(=S)N1CCCC1 | nt | 1.1% | nt | i | 23.0 | nt | i | 0.1 | 5.7 | 67 | 8.8% | 1.0%[50 µM]
Cc1sc2nc(NCCO)[nH]c(=O)c2c1C | -7.9% | 9.7% | 1.2 | i | 19.2 | 1.1% | i | 1.5 | -0.8 | 54 | 0.1% | 0.3%
CCOC(=O)c1sc(NC(=O)CSc2nnnn2-c2ccc(C)cc2C)nc1C | 10.7% | 0.4% | 0.9 | i | 26.6 | -1.2% | i | 1.0 | 6.5 | 53 | 10.8% | 0.2%
O=C(N/N=C/c1ccncc1)c1cc([N+](=O)[O-])cc([N+](=O)[O-])c1O | 4.3% | 1.1% | 0.7 | i | 37.6 | 2.3% | i | 5.4 | -0.9 | 41 | 10.1% | -0.9%
Cc1ccc(NC(=O)NC(=O)CN2C(=O)NC3(CCc4ccccc43)C2=O)c(C)c1 (centres undefined) | -2.3% | 12.7% | 1 | i | 43.8 | 2.4% | i | 0.7 | 1.8 | 82 | 8.4% | 0.7%
O=C(COC(=O)c1ccc([N+](=O)[O-])o1)NCCc1ccccc1 | nt | nt | nt | i | 32.3 | nt | i | 0.9 | 1.4 | 58 | 7.2% | -1.1%[50 µM]
COc1ccc(CCNc2nc(C)nc3c2nnn3Cc2ccccc2)cc1OC | 0.0% | 0.1% | nt | i | 58.3 | 8.9% | i | 0.5 | -0.1 | 69 | 9.8% | 0.2%
CO/N=C/NC(=O)c1c(OC)ccnc1Oc1cccc(C(F)(F)F)c1 | -4.2% | 0.7% | 1 | i | 5.3 | 2.0% | i | 5.0 | -0.5 | 54 | 1.4% | 0.0%
CSCCC(NC(=O)/C(=C/c1ccc(F)cc1)NC(C)=O)C(=O)O (centres undefined) | -10.2% | 0.6% | 1.1 | i | 40.7 | 3.8% | i | 0.5 | 1.8 | 23 | 7.5% | 13.1%
Cc1nn(C)cc1C1Nc2ccccc2C(=O)N1O (centres undefined) | 6.4% | 1.2% | 1.1 | i | 23.6 | 14.2% | i | 0.5 | -2.6 | 87 | 8.9% | 0.0%
CCOc1ccccc1N | nt | 0.1% | nt | i | 26.0 | nt | i | 1.9 | -1.2 | 64 | 9.0% | 0.2%
O=C(O)CC(NC(=O)C1CCCCC1)c1cc([N+](=O)[O-])ccc1Cl (centres undefined) | -4.9% | 0.3% | 1.1 | i | 57.5 | 19.6% | i | 0.3 | -0.8 | 48 | 6.6% | 0.3%
Cc1ccc(-n2c(Cc3cccn3C)nnc2SCC(=O)N2CCN(c3ccccc3)CC2)cc1 | 5.1% | 4.7% | 1.1 | i | 12.5 | 2.4% | i | 4.9 | -0.1 | 46 | -3.3% | 5.5%
O=C1CCC(C(=O)O)(c2ccccc2)C1 (centres undefined) | 5.7% | 0.8% | 1.1 | i | 16.2 | -4.0% | nt | nt | -0.3 | 77 | nt | 1.2%[50 µM]
COc1ccc(C(=O)Nc2cc(C(C)=O)c(C)oc2=O)cc1 | 13.5% | -1.4% | 1 | i | 55.8 | 14.5% | i | 0.2 | 2.5 | 37 | 3.8% | 2.1%
O=c1/c(=C\c2cccnc2)sc2nc3ccccc3n12 | -4.1% | nt | 1.1 | nt | nt | 5.8% | i | 0.5 | nt | nt | 1.4% | 0.0%

Continued; the last 2 above are carried over.
SMILES | PhoP inhibition | RSV CPE inhibition | TNAP activation fold | T cell modulator | T cell modulator vesicle-bound % | SV40 large T antigen | Myeloid diff MLP | Myeloid diff MLP GFP+ MAC1+ % | NTR1 agonist | NTR1 agonist cell count 20 µM | MgcRacGAP inhibition | UTI89 phage lysis
COc1ccc(C(=O)Nc2cc(C(C)=O)c(C)oc2=O)cc1 | 13.5% | -1.4% | 1 | i | 55.8 | 14.5% | i | 0.2 | 2.5 | 37 | 3.8% | 2.1%
O=c1/c(=C\c2cccnc2)sc2nc3ccccc3n12 | -4.1% | nt | 1.1 | nt | nt | 5.8% | i | 0.5 | nt | nt | 1.4% | 0.0%
Clc1ccc(Cn2cnc3ccccc32)cc1 | 0.9% | 0.7% | 0.9 | i | 40.8 | 6.2% | i | 0.1 | 6.2 | 54 | 3.9% | -0.1%
CC(C)CC(=O)Nc1cccc(C(C)O)c1 (centres undefined) | -0.5% | 2.3% | 1 | i | 8.2 | -1.5% | nt | nt | 0.1 | 36 | nt | nt
COc1cc(NC(=O)CSc2nncn2C)c(C)cc1[N+](=O)[O-] | 4.8% | 0.5% | 1 | i | 65.8 | 4.7% | i | 0.1 | 2.2 | 63 | 7.2% | 0.2%
CSc1ccc(C(=O)C2CCCN(C(=O)CN3CCOC3=O)C2)cc1 (centres undefined) | 8.3% | 0.8% | nt | i | 48.5 | 8.2% | i | 0.9 | -1.1 | 62 | 7.7% | -0.1%
Cn1c(CNS(=O)(=O)c2ccc(F)cc2)n[nH]c1=S | 6.2% | 2.5% | 0.8 | i | 51.9 | 6.1% | i | 0.3 | -1.0 | 97 | 6.5% | 0.2%
COc1ccc(/C=C2\Sc3ccc(C(=O)N4CCCC4)cc3N(C)C2=O)cc1OC | -2.5% | 3.6% | nt | i | 38.3 | 7.2% | ? | nt | 5.7 | 49 | 5.8% | -0.1%
COc1ccc(NC(=O)Nc2ccc(CC(=O)O)cc2)cc1 | -3.6% | 0.3% | 1.1 | i | 66.6 | 1.4% | i | 0.6 | 0.5 | 39 | 6.5% | -1.0%
COc1cc(C(=O)Nc2c(C(=O)O)[nH]c3ccc(Br)cc23)cc(OC)c1OC | 6.0% | 1.2% | nt | i | 19.0 | 2.8% | i | 0.9 | -0.8 | 78 | 14.9% | -1.2%[50 µM]
COc1ccc(C(O)P(=O)(OC(C)C)OC(C)C)c(OC)c1 (centres undefined) | -6.4% | 3.5% | nt | i | 22.6 | 9.2% | i | 0.3 | 0.2 | 66 | 2.6% | 0.6%
Clc1ccc(-c2ccc(/C=N/Nc3nncc(-c4ccccc4)n3)o2)cc1 | -3.8% | 4.7% | 1 | i | 47.7 | 12.0% | i | 1.8 | -1.4 | 91 | 3.6% | 0.7%
COC(=O)c1c(NC(C)=O)sc2c1CCCCC2 | -1.5% | 5.5% | 1.1 | i | 29.1 | 13.3% | i | 0.1 | 3.4 | 48 | -2.9% | 2.4%
COC(=O)c1ccc2nc(-c3cccc(N)c3)cn2c1 | -6.8% | 0.1% | 1.1 | i | 38.9 | 5.3% | i | 0.7 | 0.7 | 71 | -5.0% | 1.1%
O=C(CCCCCN1C(=O)CCC1=O)Nc1ccc(Cl)c(C(F)(F)F)c1 | -1.6% | -0.7% | 1.1 | i | 39.3 | 6.0% | i | 7.3 | -2.2 | 54 | 2.7% | -0.8%
Cc1cc(C)n2nc(C(=O)N/N=C/c3ccc(O)cc3)nc2n1 | 2.5% | -0.9% | 1 | i | 42.5 | 43.9µM* | i | 0.6 | -0.7 | 38 | 29.5% | 0.4%
Cc1onc(-c2ccccc2)c1C(=O)OCCOc1cccc(Cl)c1 | -4.4% | 0.7% | nt | i | 21.5 | 13.3% | nt | nt | 5.7 | 59 | 3.1% | 1.8%[50 µM]
CCOC(=O)CSC1=NN2CCS(=O)(=O)N=C2S1 | 5.4% | 1.3% | 1 | i | 11.8 | -0.6% | i | 0.8 | 0.2 | 40 | 5.3% | -0.3%
CCOC(=O)c1c(C)n(-c2ccc(C)cc2)c2ccc(OCC(O)CNCC3CCCO3)cc12 (centres undefined) | -5.6% | -4.1% | 1.2 | i | 28.8 | 22.8% | ? | nt | 18.4 | 59 | 131µM* | -1.0%
CCOc1ccc(C(=O)NCCCCNC(=O)c2ccc(OCC)cc2)cc1 | -9.1% | 3.1% | nt | i | 65.3 | 11.7% | i | 0.6 | -1.0 | 47 | -3.1% | -0.4%
COC(=O)CN(C)C(=O)c1cccc(OC2CCN(S(=O)(=O)N(C)C)CC2)c1 | -0.5% | 1.0% | nt | i | 57.8 | 3.7% | i | 0.8 | 2.2 | 67 | 1.4% | -1.6%
CCOc1cccc(NC(=O)/C(C#N)=C/c2cccnc2)c1 | -2.0% | 1.4% | nt | i | 32.0 | 15.6% | i | 0.6 | -0.1 | 46 | 21.9% | 0.0%
Cc1nn(C)c(C)c1NC(=O)CN1CCC(O)(c2ccc3c(c2)OCO3)CC1 | 9.1% | 1.5% | 1.1 | i | 20.7 | 6.4% | i | 9.0 | -0.9 | 45 | 3.0% | 0.2%
COc1ccc(CCN2C(=O)CC(N3CCOCC3)C2=O)cc1 (centres undefined) | -4.2% | 1.0% | 1.1 | i | 33.0 | 8.3% | i | 5.3 | 1.1 | 48 | 1.1% | 2.4%[50 µM]
O=C(O)c1ccccc1OC(=O)C12CC3CC(CC(C3)C1)C2 | 0.8% | 3.1% | 1.1 | i | 58.3 | -5.2% | i | 0.4 | 0.8 | 45 | -1.8% | -1.6%

Screening data as filed in PubChem BioAssay.
